Screens from PubChem BioAssay.
LDHA inh: inhibitors of human lactate dehydrogenase A; hit rate 0.15% among 480,000; purified LDHA, NADH/diaphorase-resazurin fluorescence; stronger effect = lower value; activity change, % (values are at about 110 or 230 µM); P00338; in the data active = activity change below about -30%; inconclusive = mostly about -25% to -30%;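 note: plate controls were DMSO wells for no effect and wells without enzyme for full effect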
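Remaining NADH was detected by diaphorase (0.133 mg/mL) converting 37 µM resazurin to fluorescent resorufin, read at 0 and 20 minutes. The preceding 5-minute room-temperature reaction used 2 nM LDHA, 0.2 mM sodium pyruvate and 0.06 mM NADH at pH 7.4.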
Pol iota inh: inhibitors of human DNA polymerase iota | Pol iota fluorescent replication assay, 10 min | Q9UNA4 | Potency, µM (titrated, usually from 115 µM), inactives show top-dose activity, negative = inhibition, hits mostly inhibitors | AID 588590 | hit rate 1% among 390,000; note: potency is the fitted concentration of half-maximal effect
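Fluorescent replication assay read twice, at 0 min and 10 min after adding 50 nM (final) substrate. Enzyme (10 nM) and compounds were first incubated 15 min at room temperature; enzyme-free buffer wells were negative controls.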
BLM helicase inh: Bloom syndrome helicase (human) inhibition; recombinant BLM DNA unwinding, fluorescence dequenching; Potency, µM (top dose mostly 56.1 µM), inactives show at the top dose activity change, negative = inhibition, hits mostly inhibitors; hit rate 0.2% among 350,000; AID 2528;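 note: potency is the fitted concentration of half-maximal effect; plate controls were vehicle for no effect and no enzyme for full effect; nearly all actives have a fitted effect of over 35% in size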
Pol eta inh: inhibitors of human DNA polymerase eta; Potency, µM (top dose mostly 114 µM), for the others: at the highest dose activity change, negative = inhibition, actives largely listed as inhibitors; hit rate 1.2% among 390,000; AID 588591; Q9Y253; recombinant Pol eta, fluorescent DNA replication assay; note: potency is the fitted concentration of half-maximal effect; % is set by controls: 0 for no effect and ±100 for the full control effect
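Pol eta at 10 nM preincubated with compounds 15 min at room temperature; reaction started with fluorescent substrate (50 nM final) and read kinetically at 0 and 10 min.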
POLK inh: blocks human DNA polymerase kappa activity; Potency, µM (titrated, usually from 107 µM), without a hit: top-dose activity, negative = inhibition, actives largely listed as inhibitors; AID 588579; hit rate 0.53% among 400,000; purified Pol kappa, fluorescent DNA synthesis assay, 10 min; note: potency is the fitted concentration of half-maximal effect; % is set by controls: 0 for no effect and ±100 for the full control effect
Target sequence (Q9UBT6 whole entry, looked up): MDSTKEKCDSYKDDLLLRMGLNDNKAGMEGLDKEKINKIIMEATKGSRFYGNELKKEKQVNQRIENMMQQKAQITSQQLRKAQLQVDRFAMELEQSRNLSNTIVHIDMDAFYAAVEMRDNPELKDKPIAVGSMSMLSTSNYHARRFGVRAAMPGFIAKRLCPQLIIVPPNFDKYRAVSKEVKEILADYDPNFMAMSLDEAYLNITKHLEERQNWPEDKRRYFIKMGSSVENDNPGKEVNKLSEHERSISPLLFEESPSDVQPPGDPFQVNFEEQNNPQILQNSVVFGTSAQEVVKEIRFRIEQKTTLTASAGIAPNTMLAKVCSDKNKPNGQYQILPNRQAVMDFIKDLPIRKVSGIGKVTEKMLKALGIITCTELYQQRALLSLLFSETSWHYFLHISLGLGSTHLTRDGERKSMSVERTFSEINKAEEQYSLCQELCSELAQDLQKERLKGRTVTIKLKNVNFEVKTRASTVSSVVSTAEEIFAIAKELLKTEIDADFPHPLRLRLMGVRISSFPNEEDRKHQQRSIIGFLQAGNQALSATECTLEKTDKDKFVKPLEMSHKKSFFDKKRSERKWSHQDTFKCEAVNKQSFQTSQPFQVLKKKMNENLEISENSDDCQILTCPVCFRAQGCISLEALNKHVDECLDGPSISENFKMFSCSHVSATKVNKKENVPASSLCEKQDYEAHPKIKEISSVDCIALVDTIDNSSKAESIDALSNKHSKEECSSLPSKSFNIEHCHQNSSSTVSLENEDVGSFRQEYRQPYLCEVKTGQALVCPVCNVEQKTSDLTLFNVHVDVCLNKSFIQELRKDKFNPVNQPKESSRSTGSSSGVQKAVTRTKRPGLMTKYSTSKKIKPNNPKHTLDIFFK
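10 nM Pol kappa preincubated 15 min at room temperature with compounds, then reaction started with substrate at 50 nM final. Fluorescence read kinetically at 0 and 10 min; buffer-only wells served as negative control.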
Anesthetic bind: candidate novel general anesthetic via apoferritin binding; hit rate 0.074% among 350,000; AID 485281; Potency, µM (top dose mostly 77.5 µM), inactives show at the highest dose activity change, negative = displacement, most hits filed as inhibitors; apoferritin/1-aminoanthracene competitive binding, fluorescence; note: potency is the fitted concentration of half-maximal effect; % is set by controls: 0 for no effect and ±100 for the full control effect; nearly all actives have a fitted effect of over 20% in size
Target sequence (P02791 2-175 limits assumed): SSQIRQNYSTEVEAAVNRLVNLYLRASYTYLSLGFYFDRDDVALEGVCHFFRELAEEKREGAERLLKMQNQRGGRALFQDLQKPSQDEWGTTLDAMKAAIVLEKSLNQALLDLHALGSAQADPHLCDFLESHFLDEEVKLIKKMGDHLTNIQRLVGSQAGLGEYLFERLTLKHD
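Probe: 1-aminoanthracene (50% saturated, PBS). Protein: horse-spleen apoferritin, 10 uM. Incubation: 10 min, room temperature. Detection: 380 nm excitation, 535 nm emission. Analysis: normalized response, four-parameter Hill.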
Pol beta inh: blocks human DNA polymerase beta activity. P06746. Pol beta primer extension/strand displacement, fluorescence kinetic. Potency, µM (titrated, usually from 114 µM), without a hit: at the top dose activity change, negative = inhibition, usual class: inhibitors. hit rate 1.3% among 340,000. AID 485314; note: potency is the fitted concentration of half-maximal effect; % is set by controls: 0 for no effect and ±100 for the full control effect
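Enzyme-only controls used 10 nM Pol beta; buffer lacking enzyme served as negative control. Compound preincubated 15 min, then 50 nM substrate added; 0 and 10 min reads at room temperature.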
APEX1 inh: APE1 (human) endonuclease inhibition | recombinant APE1, TAMRA/BHQ-2 abasic DNA cleavage fluorescence | P27695 | Potency, µM (top dose mostly 65.8 µM), for the others: top-dose activity change, negative = inhibition, most hits filed as inhibitors | hit rate 0.35% among 350,000;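 note: potency is the fitted concentration of half-maximal effect; plate controls were vehicle for no effect and reference inhibitor for full effect; nearly all actives have a fitted effect of over 55% in size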
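Step 1: APE1 (0.75 nM) with compound, 15 min RT. Step 2: add 50 nM fluorophore/quencher THF duplex. Step 3: three fluorescence reads 60 s apart (525/598 nm); read 3 minus read 1 = reaction progress.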
Glioma ERSR ind: induces the endoplasmic reticulum stress response in human glioma cells. U87-MG GRP78 promoter luciferase reporter, 16 h. Potency, µM, without a hit: at the top dose activation, usual class: activators. hit rate 0.02% among 420,000. AID 602332; note: potency is the fitted concentration of half-maximal effect; series mostly up to about 76 µM; % of control where 0% means no effect; nearly all actives have a fitted effect of over 35% in size
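Stably transfected U87-MG human glioma cells carrying a GRP78-based luminescent sensor were seeded at 1000 cells/well, pin-dosed with compounds and incubated 16 h. Luciferase reagent was then added, and end-point luminescence was read after 10 min at room temperature.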
* hit, by the source's call; u = inconclusive; x = no result given; [ ] = dose if it differs, or a comment. Unless noted, calls come from the whole dose curve; as a rule, active = well fitted curve in the direction sought with a large enough effect; inconclusive = small, poorly fitted or top-dose-only effect, or another doubt; inactive = no such curve, though single readings can be large; an effect the other way counts as inactive or inconclusive.

SMILES	LDHA inh	Pol iota inh	BLM helicase inh	Pol eta inh	POLK inh	Anesthetic bind	Pol beta inh	APEX1 inh	Glioma ERSR ind
Clc1ccc(-c2csc(N3CCc4ccccc4C3)n2)cc1	5	11%	-2%	6%	-3%	-13%	14%	0%	-3%
COc1cc(C(=O)NCCOc2cc(C)cc(C)c2)c(Br)c(OC)c1OC	-5	-8%	-4%	-2%	-3%	u	-1%	-5%	-6%
CN(CC(=O)Nc1ccc(Cl)cc1)C(=O)CNC(=O)c1ccc(Br)o1	-5	9%	x	-6%	-6%	x	x	-12%	2%
COC(=O)C(C)Sc1nc(N)c(NC(=O)c2ccco2)c(=O)[nH]1 (configuration not stated)	0	18%	7%	-7%	-7%	2%	-2%	0%	0%
O=C(NCCc1ccccc1F)c1ccc2c(c1)OCCO2	-6	54%[activator]	0%	-14%	-3%	6%	17%	33%	-19%
CCCc1nnc2c(N(C)S(=O)(=O)c3ccc(C)cc3)nc3ccccc3n12	-4	-7%	-2%	-15%	-23%	6%	0%	9%	-1%
NS(=O)(=O)c1cc([C@@]2(O)NC(=O)c3ccccc32)ccc1Cl	x	x	-1%[21.4 µM]	x	-1%[12 µM]	-7%[29.3 µM]	x	x	-3%
CCOC(=O)/C(C(N)=NCC(C)C)=C(/O)c1ccccc1	-3	-3%	-2%	-1%	-20%	-20%	12%	-4%	2%
O=C(Nc1cc(C(F)(F)F)ccc1N1CCCC1)c1ccc2c(c1)OCO2	2	-10%	-11%	-13%	4%	-6%	1%	-11%	-6%
CCCCOC(=O)c1cc(=O)[nH]c2ccccc12	-1	22%	-2%	-16%	0%	-14%	-4%	-2%	2%
COC(=O)c1ccccc1NC(=O)c1cccc(NC(=O)CSCc2ccccc2)c1C	-4	2%	-2%	2%	-10%	-14%	5%	-2%	0%
O=[N+]([O-])c1ccc2nccn2c1	-7	8%	-2%	-8%	-14%	-5%	52%	10%	-2%
CCOC(=O)c1nn(-c2ccc(F)cc2)c2nc(-c3ccccc3)c(C#N)c(=O)n12	-4	-2%	-4%	-19%	-3%	-15%	-16%	-3%	-3%
O=C(c1csnn1)N1CCC[C@@]2(CCN(Cc3nccs3)C2)C1	x	x	0%	x	-1%[60.1 µM]	x	x	-3%	-4%
FC(F)(F)c1cccc(-c2nnc3ccc(C(F)(F)F)cn23)c1	-7	16%	-2%	-6%	-14%	-19%	2%	-4%	-3%

Taken from above, 12 compounds:
SMILES	LDHA inh	Pol iota inh	BLM helicase inh	Pol eta inh	POLK inh	Anesthetic bind	Pol beta inh	APEX1 inh	Glioma ERSR ind
Clc1ccc(-c2csc(N3CCc4ccccc4C3)n2)cc1	5	11%	-2%	6%	-3%	-13%	14%	0%	-3%
COc1cc(C(=O)NCCOc2cc(C)cc(C)c2)c(Br)c(OC)c1OC	-5	-8%	-4%	-2%	-3%	u	-1%	-5%	-6%
CN(CC(=O)Nc1ccc(Cl)cc1)C(=O)CNC(=O)c1ccc(Br)o1	-5	9%	x	-6%	-6%	x	x	-12%	2%
COC(=O)C(C)Sc1nc(N)c(NC(=O)c2ccco2)c(=O)[nH]1 (configuration not stated)	0	18%	7%	-7%	-7%	2%	-2%	0%	0%
O=C(NCCc1ccccc1F)c1ccc2c(c1)OCCO2	-6	54%[activator]	0%	-14%	-3%	6%	17%	33%	-19%
CCCc1nnc2c(N(C)S(=O)(=O)c3ccc(C)cc3)nc3ccccc3n12	-4	-7%	-2%	-15%	-23%	6%	0%	9%	-1%
NS(=O)(=O)c1cc([C@@]2(O)NC(=O)c3ccccc32)ccc1Cl	x	x	-1%[21.4 µM]	x	-1%[12 µM]	-7%[29.3 µM]	x	x	-3%
CCOC(=O)/C(C(N)=NCC(C)C)=C(/O)c1ccccc1	-3	-3%	-2%	-1%	-20%	-20%	12%	-4%	2%
O=C(Nc1cc(C(F)(F)F)ccc1N1CCCC1)c1ccc2c(c1)OCO2	2	-10%	-11%	-13%	4%	-6%	1%	-11%	-6%
CCCCOC(=O)c1cc(=O)[nH]c2ccccc12	-1	22%	-2%	-16%	0%	-14%	-4%	-2%	2%
COC(=O)c1ccccc1NC(=O)c1cccc(NC(=O)CSCc2ccccc2)c1C	-4	2%	-2%	2%	-10%	-14%	5%	-2%	0%
O=[N+]([O-])c1ccc2nccn2c1	-7	8%	-2%	-8%	-14%	-5%	52%	10%	-2%

The list goes on:
SMILES	LDHA inh	Pol iota inh	BLM helicase inh	Pol eta inh	POLK inh	Anesthetic bind	Pol beta inh	APEX1 inh	Glioma ERSR ind
CC(=O)c1cccc(N2C(=O)C3C(C(=O)Nc4cc(C)on4)C4(C)C=CC3(O4)C2C(=O)NC(C)(C)C)c1 (configuration not stated)	-3	15%	5%	-27%	5%	-2%	2%	0%	-1%
O=S(=O)(c1ccc(SCCOc2ccc(F)cc2)nc1)N1CCCC1	-5	2%	x	-7%	-14%	x	x	30%	-1%
CCNC(=O)OCC(CC)NC(=O)OCC(C)C (configuration not stated)	-5	3%	3%	-8%	3%	-8%	19%	-6%	-4%
O=C(O)CCn1cc(-c2ccc(Cl)cc2)nc1-c1ccncc1	3	-7%	x	-12%	-5%	x	x	-3%	-3%
Cc1nc(NC(=O)/C=C/c2ccc(F)cc2)sc1C(=O)N(C)C	-8	6%	3%	-17%	-6%	-10%	23%	2%	1%
COCCN1C(=O)c2ccc(C(=O)O)cc2C1=O	-7	11%	2%	-5%	-9%	-5%	0%	8%	-1%
CCn1c2c(c(=O)n3ncc(C(=O)Nc4cccc(Cl)c4C)c13)CN(Cc1ccc(OC)cc1)CC2	3	25%	-2%	-11%	-10%[60.1 µM]	-22%	1%	x	-4%
COc1ccc(CNC(=O)CSc2nc(-c3ccc(OC)cc3)cc(C(F)(F)F)n2)cc1	-9	-5%	-1%	1%	-8%	-12%	18%	x	-2%
O=C(CCN1CCN(c2ccc(F)cc2)CC1)Nc1ccc(F)cc1	1	4%	4%	-10%	-5%	-7%	17%	-5%	-8%
Cc1nn(C)cc1CN(C)C(=O)c1nn2c(c1Br)NC(c1cccs1)CC2C(F)(F)F (configuration not stated)	-2	30%	-2%	-25%	-3%	-13%	16%	8%	-1%
COc1cccc(NC=C2C(=O)OC3(CCCCC3)OC2=O)c1	-3	7%	-3%	-5%	-21%	-19%	1%	2%	0%
CC(Sc1nnc2c(n1)[nH]c1ccccc12)C(=O)NC1CCCCC1 (configuration not stated)	-13	14%	-13%	-1%	-4%	-12%	45µM*	21%	-4%
O=C(Nc1cc(-c2nc3ccccc3o2)ccc1Cl)c1ccc(N2CCCCC2)c([N+](=O)[O-])c1	-8	4%	-3%	-8%	1%	0%	37%	x	2%
Cc1nn(C)c(C)c1NS(=O)(=O)c1ccc(Cl)cc1	-1	42%[activator]	x	-10%	-7%	x	x	-4%	-4%
Cc1n[nH]c(=O)c2c(NC(=O)COC(=O)Cc3ccc(Cl)cc3Cl)oc(C)c12	17	30%	x	-15%	-12%	x	x	13%	-4%
Nc1cccc(C(=O)Nc2ccc3nc(-c4cccnc4)[nH]c3c2)c1	-1	u	3%	u	-14%	-9%	-26%	22%	4%
CCCc1nnc(NC(=O)NCCN2C(=O)C3C4C=CC(C4)C3C2=O)s1 (configuration not stated)	1	43%[activator]	-5%	-6%	5%	4%	-25%	0%	-1%
CSCCC(NC(=O)c1cccc(C)c1)C(=O)OCC(=O)NC(=O)c1cccn1C (configuration not stated)	5	8%	-7%	-7%	-5%	-14%	18%[57.1 µM]	-4%	6%
Cc1c(C(=O)NCc2ccc3c(c2)OCO3)oc2ccc(Br)cc12	0	-10%	-10%	-15%	-21%	-22%	-1%	-3%	0%
CC1Cc2cc(S(=O)(=O)NCc3ccccc3)ccc2N1C(=O)C1CC1 (configuration not stated)	-1	18%	-2%	-5%	7%	-5%	13%	31%	6%
COc1ccc(OC)c(NC(=O)Nc2cc(C(=O)O)ccc2C)c1	2	32%[activator]	8%	-16%	-15%	-3%	0%	-10%	-4%
Cc1ccc(C(=O)N2CCN(c3ccccn3)CC2)cc1Cl	-6	8%	-10%	-11%	5%	-4%	27%	0%	-2%
CCCCC(=O)Nc1sc2c(c1-c1nc3ccccc3s1)CCN(C(C)=O)C2	x	x	-24%	x	x	-18%	-2%	-5%	x
COc1ccccc1C(=O)Nc1nc(N)n(-c2ccccc2)n1	2	0%	-1%	-7%	-5%	-8%	24%	12%	1%
O=C(CSc1nnc(Nc2ccccc2)s1)NC1CC1	0	-18%	x	-1%	-7%	x	x	15%	0%
CC(=O)NC(Cc1ccccc1)C(=O)Oc1ccc2ccccc2c1 (configuration not stated)	1	9%	x	-8%	-24%	x	x	x	2%
COc1ccc(/C=N/NC(=O)CCc2n[nH]c(=O)[nH]c2=O)cc1O	-7	6%	3%	-13%	-13%	-7%	13%	0%	-4%
O=c1[nH]n(-c2ccc(Cl)cc2)c2ncccc12	-13	2%	3%	0%	-11%	-7%	4%	9%	1%
Cc1ccc(CNC(=O)CCCC(=O)c2ccccc2)cc1	-7	21%	-7%	6%	-6%	-2%	29%	21%	-10%
CC(C)OCCCn1c(SCC(=O)N2CCCC2=O)nc2ccccc2c1=O	-1	30%[activator]	x	-23%	-5%	x	x	15%	-2%
N#Cc1nc(-c2ccco2)oc1N1CCN(C(c2ccccc2)c2ccccc2)CC1	-15	-6%	-7%	-10%	-13%	-15%	-1%	-3%	-1%
NC(=O)SCC(=O)Nc1cccc(Cl)c1	2	u	-4%	-5%	10%	3%	-14%	6%	9%
COc1ccc(-c2c(C)n([O-])c3c([n+]2=O)CCCC3)cc1OC	x	x	4%	x	x	-1%	-7%	-3%	x
O=C(Oc1ccccc1C(=O)O)c1ccccc1O	x	x	-3%	x	-8%[60.1 µM]	0%	x	0%	-4%

This is a subset; count on the stated rates, not on these rows.
